NS3h inh CB = hepatitis C NS3 helicase inhibition, primary screen; NS3h Cy5-dT15 DNA binding, fluorescence polarization; inhibition, % at 100 µM; 16,000 compounds, 1.6% hits;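 active = inhibition above the average over every tested compound plus 3 SD, cut at about 40% in these data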
Cy5 interf NS3h = Cy5 fluorescence interference, HCV helicase counter-screen; Cy5-dT15 DNA with NS3h; actives lie on both sides; signal over control mean, under 1 quenches; fluorescence interference ratio at 100 µM; 16,000 compounds, 6% hits; AID 720488;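 active = compound fluorescence over control fluorescence at most 0.8, a quencher, or at least a set upper limit, an enhancer; inactive = ratio between 0.8 and the set upper limit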
* marks the source's active call; other numbers are inactive results.

Under each structure: NS3h inh CB, Cy5 interf NS3h
> COc1ccc(C(=O)c2ccc(N3CCN(C(=O)c4ccc(F)c(F)c4)CC3)c(F)c2)cc1Br
→ 1, 1
> C=C(C)COc1ccc2oc(C)c(C(=O)OCC)c2c1
→ 11, 0.94
> COc1ccc(C(=O)NCc2ccccn2)cc1[N+](=O)[O-]
→ -9, 0.94
> Cc1ccc(NC(=O)C2CC(=O)N(c3ccc(Br)cc3)C2)cc1Cl (centres undefined)
→ 20, 1
> C=CCN1C(=O)/C(=C\c2ccc(Br)c([N+](=O)[O-])c2)SC1=S
→ 18, 0.65*
> O=C(Nc1ccc(Cl)c(Cl)c1)Nc1nnc(-c2ccccc2I)s1
→ 2, 1.1
> O=C(Cc1ccc(Cl)cc1)NCc1ccccn1
→ 3, 0.94
> CCOC(=O)CCN1C(=O)/C(=C\c2cc(OC)c(OC)c(OC)c2)SC1=S
→ 11, 0.92
> Cc1ccccc1C(=O)Nc1ccccc1C(=O)Nc1ccc(C(=O)O)cc1
→ 4, 1
> CCOc1ccc(C(=O)Nc2cc(Cl)ccc2C(=O)O)cc1
→ 16, 0.97
> COc1ccccc1CC(=O)NCc1ccco1
→ -8, 0.87
> COc1cc(C2Nc3ccccc3NC3=C2C(=O)CC(c2ccc4c(c2)OCO4)C3)cc(OC)c1O (centres undefined)
→ -1, 1
> Cc1oc2ccc(OCC(=O)OCc3ccccc3)cc2c1C(=O)OC(C)C
→ 10, 0.89
> Cc1nnc(NC(=O)c2cccc(F)c2)s1
→ 2, 1.1
> O=C1NC(=S)S/C1=C/c1ccc(OCc2cccc(C(=O)O)c2)cc1
→ 46*, 0.92
> O=C(Nc1cccc(C(F)(F)F)c1)C1C2C3CCC(C3)C12 (centres undefined)
→ 10, 1
> O=C(COc1ccc([N+](=O)[O-])cc1)Nc1ccc2oc(-c3ccccc3F)nc2c1
→ 2, 1
> CCOc1ccc(S(=O)(=O)N(CC(N)=O)c2ccc(C)cc2)cc1
→ 7, 1.1
> O=C(NCCN1CCCCC1)c1cc2ccccc2o1
→ 8, 1.1
> O=C(Nc1ccc(-c2nc3ccccc3o2)c(O)c1)c1ccc(-c2cccc([N+](=O)[O-])c2)o1
→ -26, 0.77*
> O=C(NC12CCC(O)C(SC1)/C2=N\O)c1ccccc1 (centres undefined)
→ -11, 1
> CC(=O)Nc1ccc(S(=O)(=O)N/N=C(/C)c2cccs2)cc1
→ 3, 1.1
> COc1ccccc1CNC(=O)Cc1ccccc1[N+](=O)[O-]
→ 14, 1
> Cc1ccc2nsnc2c1NC(=O)c1ccc([N+](=O)[O-])cc1
→ 14, 0.85
> O=C(COc1ccc([N+](=O)[O-])cc1)Nc1ccc(-c2nc3ccccc3s2)c(O)c1
→ 0, 1
> O=c1cc(-c2ccccc2)nc(NO)[nH]1
→ -9, 1
> CN(C)c1ccc(NC(=O)c2ccc(I)cc2)cc1
→ 15, 0.93
> O=C(NCc1ccccn1)c1ccc(I)cc1
→ 6, 1.1
> CCCCOCC(O)CCc1n[nH]c(=S)n1-c1ccccc1 (centres undefined)
→ 4, 1.1
> O=C(CN1C(=O)c2ccc([N+](=O)[O-])cc2C1=O)Nc1cc(Cl)ccc1C(=O)O
→ 4, 0.98
> COc1ccc(S(=O)(=O)N(CC(=O)Nc2ccc(Cl)cc2Cl)c2ccc(C)cc2)cc1OC
→ 11, 1
> COc1ccc(/C=C(\NC(=O)c2ccccc2)C(=O)N2CCN(C)CC2)cc1OC
→ 1, 1
> COc1cc(C2C3C(=O)N(Cc4ccccc4)C(=O)C3ON2c2ccccc2)ccc1O (centres undefined)
→ 5, 1.1
> CCOc1ccc(C(=O)Nc2ccc(C(=O)OC)cc2)cc1[N+](=O)[O-]
→ -14, 0.93
> CN1C(=O)/C(=C\c2ccccc2OCCOc2ccc(C(C)(C)C)cc2)SC1=S
→ 2, 1
> COc1ccc2ccccc2c1C1NC(=S)NC(C)=C1C(=O)Nc1cc(Cl)ccc1C (centres undefined)
→ 4, 1
> O=C1NC(=S)S/C1=C\c1ccc(-c2ccccc2C(=O)O)o1
→ 62*, 0.87
> CN1C(=O)C(=O)C(=C(O)c2ccc(Cl)cc2)C1c1cccc([N+](=O)[O-])c1 (centres undefined)
→ 5, 1.2
> C=CCNC(=O)CN(c1ccccc1CC)S(C)(=O)=O
→ 3, 1.1
> O=CN1N=C(c2ccccc2)CC1(O)C(F)(F)F (centres undefined)
→ 1, 1.1
> COc1ccc(CNC(=O)/C=C/c2ccccc2)cc1
→ 6, 1.1
> O=S(=O)(Nc1ccc(O)cc1)c1ccc(F)cc1
→ 1, 1
> O=C(Cc1ccccc1)Nc1ccc2oc(-c3ccc(Cl)cc3Cl)nc2c1
→ -36, 1.3*
> COc1ccccc1OCC(=O)NC(C)C(=O)O (centres undefined)
→ -6, 1
> O=C(O)c1ccc(S(=O)(=O)c2ccc3c(c2)C(=O)N(c2ccc(Sc4ccc([N+](=O)[O-])cc4)cc2)C3=O)cc1
→ 16, 1.1

Entries listed so far with an NH in an aromatic ring:
Under each structure: NS3h inh CB, Cy5 interf NS3h
> O=c1cc(-c2ccccc2)nc(NO)[nH]1
→ -9, 1
> CCCCOCC(O)CCc1n[nH]c(=S)n1-c1ccccc1 (centres undefined)
→ 4, 1.1

More entries
Under each structure: NS3h inh CB, Cy5 interf NS3h
> Cc1cccc(-c2cc(NC(=O)c3ccc(F)cc3)n[nH]2)c1
→ 7, 0.99
> COC(=O)C1=C(C)N(c2ccc(OC)cc2)C(=O)/C1=C\c1ccc(O)c(OC)c1
→ 7, 1
> CCOC(=O)c1c(-c2ccccc2)oc2ccc(OCC(=O)OCc3ccccc3)cc12
→ 12, 0.88
> COc1ccccc1CC1CC(=O)N(c2ccc([N+](=O)[O-])cc2)C1=O (centres undefined)
→ 0, 0.95
> O=S(=O)(c1cccc2nsnc12)N1CCN(C(c2ccccc2)c2ccccc2)CC1
→ 6, 1.1
> CCOc1ccc2nc(SCC(=O)Nc3cccc(C)c3)sc2c1
→ 3, 0.61*
> Cc1cccc(N2C(=O)c3ccc(Oc4cccc([N+](=O)[O-])c4)cc3C2=O)c1C
→ 17, 1.1
> CC1=C(C(=O)Nc2ccc(Br)cc2)C(c2ccccc2F)NC(=S)N1 (centres undefined)
→ 5, 1
> COC(=O)c1ccccc1NS(=O)(=O)c1c(C)cc(C)cc1C
→ 1, 0.98
> COc1ccc(OC)c(NC(=S)NC(NC(=O)c2cc(OC)c(OC)c(OC)c2)C(Cl)(Cl)Cl)c1 (centres undefined)
→ 5, 1
> O=[N+]([O-])c1ccc(N2CCNCC2)cc1Sc1cccc2cccnc12
→ 2, 0.75*
> Oc1ccc(/C=N\N2CCN(Cc3ccc(Cl)cc3)CC2)cc1O
→ 6, 0.98
> COc1ccc(NC(=O)/C(C#N)=C/c2cc(C)n(-c3cccc([N+](=O)[O-])c3)c2C)cc1
→ 14, 1
> Cc1ccccc1NC(=O)c1c(-c2c(F)cccc2Cl)noc1C
→ -2, 1.1
> COc1ccc(NC(=S)NC(=NS(=O)(=O)c2ccccc2)c2ccccc2)cc1
→ 0, 1

Compound profiles (already shown). Values in the order: NS3h inh CB | Cy5 interf NS3h
Shown for CCOc1ccc2nc(SCC(=O)Nc3cccc(C)c3)sc2c1 = 3 | 0.61*
Shown for Cc1cccc(N2C(=O)c3ccc(Oc4cccc([N+](=O)[O-])c4)cc3C2=O)c1C = 17 | 1.1
Shown for Cc1cccc(-c2cc(NC(=O)c3ccc(F)cc3)n[nH]2)c1 = 7 | 0.99
Shown for CCOC(=O)c1c(-c2ccccc2)oc2ccc(OCC(=O)OCc3ccccc3)cc12 = 12 | 0.88
Shown for COC(=O)C1=C(C)N(c2ccc(OC)cc2)C(=O)/C1=C\c1ccc(O)c(OC)c1 = 7 | 1

More compounds
Under each structure: NS3h inh CB, Cy5 interf NS3h
> O=C(Nc1cc(Cl)cc(Cl)c1)C(c1ccccc1)c1ccccc1
→ -7, 1.1
> CCOc1ccc(/C=C2/NC(=S)NC2=O)cc1Cl
→ -1, 1
> O=C(O)c1ccc(C(=O)O)c(C(=O)NCCc2ccccc2)c1
→ -1, 1.1
> N#Cc1c(N)c(C#N)c(-c2ccco2)c2c1CCCC2
→ 32, 0.96
> CC1(C)CC(=O)C(CCC#N)(CCC#N)C(=O)C1
→ 2, 0.95
> Cc1cc(C)cc(NC(=O)C(=O)NCC(C)C)c1
→ 33, 0.96
> O=c1oc2cc(OCc3c(F)c(F)c(F)c(F)c3F)ccc2cc1-c1ccccn1
→ 4, 0.98
> COc1cc(C=O)c(Br)cc1OCc1ccc(F)cc1
→ 7, 0.95
> CC(=O)CC(=O)Nc1ccc2[nH]c(=O)[nH]c2c1
→ 7, 0.95
> COc1ccc(NC(=O)c2ccc(N3C(=O)CCC3=O)cc2)cc1
→ 10, 1
> CC(C(=O)O)N1C(=O)/C(=C/c2ccccc2)SC1=S (centres undefined)
→ 2, 1.2*
> O=C1NN=C2C3CCC4CC12CC1(C3)C(=O)NN=C41
→ 6, 0.74*
> CCOc1ccccc1/C=C(/NC(=O)c1ccccc1)C(=O)N1CCCCC1
→ 7, 0.9
> CCc1nnc(NC(=O)c2ccc([N+](=O)[O-])cc2)s1
→ 3, 0.99
> COc1ccc(-n2c(C)cc(C)nc2=O)cc1
→ 5, 1
> O=C(C#Cc1ccc([N+](=O)[O-])cc1)c1ccccc1
→ -6, 0.9
> O=C(NN=C1CCCC1)c1ccc(O)cc1
→ -3, 0.98
> COc1ccc(NC(=O)CN(c2ccc(C)cc2)S(=O)(=O)c2ccc(OC)c(OC)c2)c(OC)c1
→ 13, 0.84
> O=C(CN1CCN(C(c2ccccc2)c2ccccc2)CC1)Nc1ccc(F)cc1
→ 8, 1
> CCOC(=O)C1=C(C)N=c2s/c(=C\c3cn(C)c4ccccc34)c(=O)n2C1c1cccs1 (centres undefined)
→ 21, 1
> CC1=C(C(=O)OCC2CCCO2)C(c2coc3ccc(Cl)cc3c2=O)C2=C(CCCC2=O)N1 (centres undefined)
→ 0, 1.1
> COC(=O)c1ccccc1N1C(=O)c2ccc(C(=O)O)cc2C1=O
→ -3, 1.1
> CN(C1=NC(=O)S/C1=C\c1ccc([N+](=O)[O-])cc1)c1ccc(O)cc1
→ 33, 0.92
> O=C(Nc1ccc(I)cc1)C1CC=CCC1C(=O)OCC(Cl)=C(Cl)Cl (centres undefined)
→ 12, 0.99
> Cc1ccc(NS(=O)(=O)c2cccs2)cc1C
→ 7, 1
> O=C(Nc1ccc(Cl)c(Cl)c1)c1cnn2c1NC(c1ccc(Br)cc1)CC2C(F)(F)F (centres undefined)
→ 14, 0.98
> O=C(Nc1cc(NC(=O)C(F)(F)F)cc([N+](=O)[O-])c1)C(F)(F)F
→ -4, 0.94
> CCC(CO)N=CC1=C(O)C(C(=O)c2ccccc2)CCC1=O (centres undefined)
→ -4, 1
> CC1CCN(C(=O)c2ccc(S(=O)(=O)N3CCOCC3)cc2)CC1
→ 15, 0.95
> Cc1ccc(-c2cc(C(F)(F)F)n3nc(C(=O)N4CCCc5ccccc54)cc3n2)cc1
→ 18, 1.1
> Cc1cc(/C=C2\C(=O)NC(=S)N(c3ccccc3)C2=O)c(C)n1-c1ccccc1
→ 0, 1.1
> COC(=O)C(C)NC(=O)C(c1ccccc1)c1ccccc1 (centres undefined)
→ -4, 1
> O=C(O)C(C(=O)O)C1c2ccccc2Oc2ccccc21
→ 12, 1
> O=C(O)c1ccc(NC(=O)c2ccccc2NC(=O)c2cccs2)cc1
→ 0, 1
> N#C/C(=C/c1ccc(Sc2ccccc2)o1)c1nc2ccccc2[nH]1
→ 13, 0.99
> COc1cccc(/C=C2/C(=O)NN(c3ccc(C)c(C)c3)C2=O)c1
→ 26, 0.95
> Cc1ccc(NC(=NS(=O)(=O)c2ccccc2)Nc2nc(C)cc(C)n2)cc1
→ 18, 1
> Cc1cc(-c2ccc(Cl)cc2)nc2cc(C(=O)O)nn12
→ -3, 0.94
> Cc1cc(OCC(=O)Nc2ccc(-c3nc4ccccc4s3)c(O)c2)ccc1Cl
→ 4, 1.1
> Cc1ccnc(NC(=S)NC(=O)/C=C/c2ccccc2)c1
→ 17, 1.1
> COC(=O)c1cccc(NC(=O)COc2ccc(Br)cc2)c1
→ -4, 0.93
> COc1ccccc1-c1nnc(-c2sc3cc(Cl)ccc3c2Cl)o1
→ 16, 1
> CCOCP(=O)(COCC)COCC
→ 1, 1.1
> O=C(O)CCC(=O)Nc1ccc(NC(=O)c2ccc(Cl)cc2Cl)c(Cl)c1
→ 13, 1
> CC1=C(C(=O)OCCOC(C)C)C(c2cccc(O)c2)C2=C(CCCC2=O)N1 (centres undefined)
→ 10, 1
> O=C(COc1ccc([N+](=O)[O-])cc1)Nc1cccc2ccccc12
→ -3, 1
> CCOC(=O)c1cc(-c2ccc(O)cc2)nc2ccccc12
→ -3, 0.87
> Cc1cc(C)c2oc(-c3ccc(C)c(NC(=O)c4cccc(Cl)c4Cl)c3)nc2c1
→ 9, 1
> Cc1ccc(N2C(=O)/C(=C/c3cccc4ccccc34)SC2=S)cc1
→ 5, 0.95
> COC(=O)c1ccc(OCC(O)CN(C)C)cc1 (centres undefined)
→ 10, 0.76*
> COc1cccc(/C=C2\CC/C(=C\c3cccc(OC)c3OC)C2=O)c1OC
→ 8, 0.91
> C=CCNC(=O)CN(c1ccc(OC)c(Cl)c1)S(=O)(=O)c1ccccc1
→ 8, 1
> CC(=O)/C(C)=C(\NC(=O)c1ccccc1)c1ccccc1
→ 9, 1.1
> O=C(/C=C/c1ccccc1)c1ccc([N+](=O)[O-])cc1
→ -8, 0.92
> CCOC(=O)c1nc2nc(-c3cccs3)cc(C(F)(F)F)n2n1
→ 8, 0.75*
> O=C1CC(c2ccccc2Br)c2c(ccc3ccccc23)N1 (centres undefined)
→ 12, 1.1
> O=c1c2c3c(sc2n2cnnc2n1-c1ccccc1)CCCCC3
→ 13, 1.1
> O=C(c1cnn2c1NC(c1ccc(Br)cc1)CC2C(F)(F)F)N1CCOCC1 (centres undefined)
→ 4, 1
> Cc1c([N+](=O)[O-])c2ccc(O)cc2n1-c1ccc(Cl)cc1
→ 13, 1.1
> NC(=N/N=C/c1ccc(F)cc1)N/N=C/c1ccc(F)cc1
→ -6, 0.87
